Alkaline phosphatase – inhibition of tissue-nonspecific alkaline phosphatase – biochemical, luminescent (AID 518) | purified TNAP enzyme, luminescent substrate readout; higher % means a stronger effect | one-dose inhibition, % at 20 µM; IC50 in µM for titrated hits | 64,000 tested, 0.09% active; in the data active = a potency from the dose series; inactive = the rest, 99 in 100 with inhibition below about 22%;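 note: plate controls were vehicle for no effect and reference inhibitor for full effect; many of its hits are not listed in these tables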
HT1080 cytotoxicity – cytotoxicity in HT1080 fibrosarcoma cells, cell-based, fluorescence readout (AID 620); HT1080 viability, fluorescence; higher % means a stronger effect; cytotoxicity, % at 10 µM, or EC50 in µM where a hit was titrated; 87,000 tested, 0.42% active;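 note: cells exposed to compound overnight then 4 h with Alamar Blue; 0% = vehicle DMSO and 100% = killing control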
Bfl-1 inhibitors – displacement of Bid BH3 peptide from Bfl-1 – biochemical, fluorescence polarization, FITC-Bid, mouse, primary screen (AID 432); FITC-Bid BH3 peptide fluorescence polarization displacement; higher % means a stronger effect; displacement, % at 20 µM, or IC50 in µM where a hit was titrated; 64,000 tested, 0.02% active; in the data active = a potency from the dose series; inactive = the rest, 99 in 100 with displacement below about 15%; note: strong numbers were not always called active
LYP phosphatase – LYP phosphatase inhibitors, primary screen, biochemical, DiFMUP fluorescence, recombinant catalytic domain, 10 µM (AID 606). recombinant LYP catalytic domain, DiFMUP fluorescence; higher % means a stronger effect. inhibition, % at 10 µM; hits with a dose series show IC50 in µM. 52,000 tested, under 10 active;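 active = IC50 under 40 µM in the dose-response test; inactive = IC50 of 40 µM or more, or never dose-tested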
HPDE-C7K KRASV12 – viability loss of HPDE-C7K cells – cell-based, fluorescence, HTS, primary screen (AID 431); cytotoxicity, % at 10 µM; hits with a dose series show EC50 in µM; HPDE-C7K KRASV12 cells, Alamar Blue viability, 48 h; higher % means a stronger effect; 63,000 tested, 1.7% active;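 active = compounds whose percent cytotoxicity in the single-dose primary screen, scaled between solvent and toxic-drug controls, exceeds 50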;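 note: 0% = DMSO solvent wells and 100% = doxorubicin-treated wells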
HPDE-C7 viability – cytotoxicity in HPDE-C7 cells, cell-based, fluorescence, HTS (AID 430); HPDE-C7 pancreatic duct cells viability, fluorescence; higher % means a stronger effect; cytotoxicity, % at 10 µM, or EC50 in µM where a hit was titrated; 63,000 tested, 1.8% active;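 note: cells exposed to compound for 48 hours before viability readout; 0% = vehicle and 100% = reference cytotoxic drug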
Spn MK inh – inhibitors of Streptococcus pneumoniae mevalonate kinase | purified MK, PK/LDH-coupled NADH absorbance 340 nm | inhibition, % at 10 µM | 65,000 tested, 0.48% active | AID 555;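 active = ranked among the strongest by inhibition in the single 10 µM screen, a fixed top-ranked set picked for dose follow-up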; note: no value below 0 was filed
Spn PMK inh – inhibitors of Streptococcus pneumoniae phosphomevalonate kinase. purified PMK, PK/LDH-coupled NADH absorbance 340 nm. inhibition, % at 10 µM. 65,000 tested, 0.49% active. AID 539;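 active = top-ranked compounds by inhibition in the single 10 µM screen, taking a fixed number of the strongest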;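 note: 0% = full reaction with DMSO carrier and 100% = background rate without enzyme reaction; no value below 0 was filed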
DPM-DC inhibit – blocks S. pneumoniae diphosphomevalonate decarboxylase | purified DPM-DC, PK/LDH coupled NADH fluorescence | calls only at 10 µM | 65,000 tested, 0.49% active | AID 556;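 active = the 320 compounds with the highest percent inhibition in the single-dose primary screen, excluding strongly autofluorescent ones, cut at about 32% in these data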;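 note: kinetic rate of NADH fluorescence loss reporting ADP formed by the decarboxylase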
Spn PMK inh pilot replicates – further read-out of Spn PMK inh, marked with its call; inhibition, %; measured here: pilot screen replicates
Spn MK inh pilot replicates – recorded beside Spn MK inh, whose call it bears; inhibition, %; measured here: pilot screen replicates
DPM-DC inhibit pilot screen % – further read-out of DPM-DC inhibit, marked with its call; inhibition, %; measured here: pilot screen trials
Numbers without * were called inactive; i = inactive; · = not tested or not shown; + = active, no number. Cut-off read from the data, not from the text of the source, unless noted: active = cytotoxicity above about 50%; inactive = the rest.

SMILES	Alkaline phosphatase	HT1080 cytotoxicity	Bfl-1 inhibitors	LYP phosphatase	HPDE-C7K KRASV12	HPDE-C7 viability	Spn MK inh	Spn PMK inh	DPM-DC inhibit	others
C=CCOC(=O)C(C#N)c1nc2ccccc2nc1N1CCN(c2ccccc2OC)CC1 (stereo unspecified)	22%	-12%	-1%	-8%	5%	-4%	7	10	i
O=C(Nc1ccc(N2CCOCC2)c(Cl)c1)c1ncn[nH]1	5%	-1%	-8%	12%	-10%	-3%	6	11	i
CC(C)CCNC(=O)C(C)N(C(=O)Cn1nnc(-c2ccc(F)cc2)n1)C1CCCC1 (stereo unspecified)	4%	1%	-3%	·	9%	4%	8	2	i
Cc1nn(C(C)(C)C)c(OC(=O)c2ccc3c(c2)OCO3)c1S(=O)(=O)c1ccccc1	5%	-5%	8%	5%	31%	61%*	0	8	i
Cc1cc2cc(CNC(=O)c3ccc(S(=O)(=O)N4CCOCC4)cc3)ccc2[nH]1	-4%	·	-1%	13%	0%	5%	1	7	i
CCc1nnc(NC(=O)CSc2nc3c(c(=O)n2-c2ccccc2OC)SCC3)s1	2%	4%	11%	8%	-11%	-6%	10	0	i
Cc1ccc(C(=O)NCC(=O)O)cc1S(=O)(=O)N1CCCCC1	3%	-11%	-2%	7%	-3%	-5%	2	1	i
O=C(CSc1nnnn1-c1ccccc1)CC(=O)Nc1ccc(Cl)cc1	5%	-1%	-2%	1%	-1%	-2%	3	0	i
CC1CCc2nn(CC(=O)N3CCN(C(=O)c4ccco4)CC3)cc2C1 (stereo unspecified)	21%	4%	5%	10%	3%	-1%	1	5	i	Spn PMK inh pilot replicates=3.0;Spn MK inh pilot replicates=0.0;DPM-DC inhibit pilot screen %=4.0
O=C(c1c(O)c2ccccc2oc1=O)C1CCC1	-3%	-16%	-18%	·	6%	1%	5	17	i
Cn1c(=O)c2c(nc(-n3ccnc3)n2Cc2ccccc2)n(C)c1=O	9%	7%	-5%	·	·	·	0	3	i
Cc1cccc2sc(NC(=O)CCNS(=O)(=O)c3cccs3)nc12	12%	12%	-5%	6%	1%	4%	8	0	i
Cc1cc(=O)cc(C)n1-c1ccc2c(c1)nc(C)n2-c1ccccc1	4%	0%	-6%	·	3%	-15%	6	0	i
COc1ccc(Cn2ccnc2)cc1Br	19%	2%	-4%	13%	14%	10%	8	2	i
CN(C)S(=O)(=O)Nc1ccc2c(c1)OCO2	4%	-3%	-1%	16%	3%	-2%	2	10	i

5 entries drawn at random from those above:
SMILES	Alkaline phosphatase	HT1080 cytotoxicity	Bfl-1 inhibitors	LYP phosphatase	HPDE-C7K KRASV12	HPDE-C7 viability	Spn MK inh	Spn PMK inh	DPM-DC inhibit	others
CCc1nnc(NC(=O)CSc2nc3c(c(=O)n2-c2ccccc2OC)SCC3)s1	2%	4%	11%	8%	-11%	-6%	10	0	i
CN(C)S(=O)(=O)Nc1ccc2c(c1)OCO2	4%	-3%	-1%	16%	3%	-2%	2	10	i
O=C(Nc1ccc(N2CCOCC2)c(Cl)c1)c1ncn[nH]1	5%	-1%	-8%	12%	-10%	-3%	6	11	i
CC1CCc2nn(CC(=O)N3CCN(C(=O)c4ccco4)CC3)cc2C1 (stereo unspecified)	21%	4%	5%	10%	3%	-1%	1	5	i	Spn PMK inh pilot replicates=3.0;Spn MK inh pilot replicates=0.0;DPM-DC inhibit pilot screen %=4.0
C=CCOC(=O)C(C#N)c1nc2ccccc2nc1N1CCN(c2ccccc2OC)CC1 (stereo unspecified)	22%	-12%	-1%	-8%	5%	-4%	7	10	i

Next structures.
SMILES	Alkaline phosphatase	HT1080 cytotoxicity	Bfl-1 inhibitors	LYP phosphatase	HPDE-C7K KRASV12	HPDE-C7 viability	Spn MK inh	Spn PMK inh	DPM-DC inhibit	others
Cn1c(COc2ccc(Cl)cc2)nnc1SCc1ncc(-c2ccccc2)o1	2%	6%	-13%	11%	9%	11%	0	13	i
c1ccc2c(c1)OCC(CNc1ncnc3nc[nH]c13)O2 (stereo unspecified)	-10%	·	1%	9%	-6%	0%	9	1	i
COc1ccccc1N1CCN(C(=O)c2nn(-c3ccccc3OC)c(=O)c3ccccc23)CC1	2%	2%	-2%	11%	5%	8%	1	8	i
Cn1c(=O)oc2cc(S(=O)(=O)N3CCOCC3)ccc21	19%	-6%	-4%	14%	-16%	2%	11	2	i
O=C(O)C1CC(c2ccccc2F)=NO1 (stereo unspecified)	3%	10%	-1%	·	8%	-2%	1	7	i
CN1CC(=O)NC1=NC(=O)C12CC3CC(CC(C3)C1)C2	11%	3%	-1%	14%	10%	7%	0	11	+
Cn1c(SCC(=O)NCc2ccc3c(c2)OCO3)nnc1-c1cccs1	11%	-4%	4%	6%	4%	-4%	10	3	i
CCOC(=O)c1[nH]c2cc3c(cc2c1NC(=O)CN1CCCCC1C)OCO3 (stereo unspecified)	15%	-5%	0%	-11%	4%	10%	6	6	·
Cc1cccc(-c2nc3ccccc3c3nncn23)c1	2%	2%	-2%	-8%	7%	5%	1	3	i
Cc1ccc(O)c(-c2cc3ccccc3[nH]2)c1	26%	0%	-2%	12%	32%	24%	1	0	·	Spn PMK inh pilot replicates=4.0;Spn MK inh pilot replicates=0.0
CC(=O)Nc1ccc(NS(=O)(=O)c2cc(C)sc2C)cc1	7%	12%	-7%	-1%	2%	0%	5	17	i
CCCCc1c(O)c2ccccc2[nH]c1=O	18%	-1%	1%	·	10%	8%	7	5	i
O=C(CSc1nnnn1Cc1ccccc1)N1CCN(c2ccccc2)CC1	6%	0%	4%	19%	-1%	8%	5	0	i
CCOC(=O)CNC(=O)Cn1cnc2sc(C)c(S(=O)(=O)N3CCC(C)CC3)c2c1=O	1%	4%	-2%	3%	-10%	-7%	11	13	i
Cc1cc(C)cc(NC(=O)Cn2ncn3c(cc4ccccc43)c2=O)c1	8%	-3%	-7%	-11%	-13%	-15%	3	14	i
CCCOc1ccc2oc(=O)c3c(c2c1)CCCN3C(=O)CN(C)Cc1ccccc1	11%	20%	3%	11%	-1%	9%	7	4	i
O=C(O)CCSCC(=O)Nc1c(C(=O)C2CC2)oc2ccccc12	7%	-6%	1%	12%	11%	19%	0	14	i
O=C(NC1CCCc2ccccc21)C1CCN(S(=O)(=O)c2cnc[nH]2)CC1 (stereo unspecified)	6%	-7%	-1%	-4%	-2%	8%	8	11	i	Spn PMK inh pilot replicates=4.0;Spn MK inh pilot replicates=4.0;DPM-DC inhibit pilot screen %=4.5
COc1ccc(NC(=O)CSc2nnc(-c3ccncc3)n2CC2CCCO2)c(OC)c1 (stereo unspecified)	1%	1%	-4%	9%	-18%	-9%	3	2	i	Spn PMK inh pilot replicates=1.5;Spn MK inh pilot replicates=3.5;DPM-DC inhibit pilot screen %=1.0
COc1ccc(OC)c(NC(=O)c2ccc(CN3CCOCC3)cc2)c1	12%	-5%	-3%	3%	-1%	9%	6	6	i
Cc1cc(C)n2nc(C(=O)OCC(=O)Nc3ccc4c(c3)OCO4)nc2n1	-6%	-3%	-3%	-20%	-10%	-17%	9	13	i
CN(C)c1ccc(C(=O)Nc2nc3c(s2)CCCC3)cc1	7%	-4%	5%	-3%	0%	-6%	3	12	i
Cc1ccc(S(=O)(=O)N2CCC(C(=O)Nc3nnc(COc4ccccc4)s3)CC2)cc1	8%	4%	-1%	7%	-2%	-4%	8	20	i
CCOC(=O)CSc1nnc(-c2c[nH]c3ccccc23)n1CC	0%	5%	-2%	-5%	8%	0%	4	0	i
CCOC(=O)c1sc(NC(=O)C2CCCO2)c(C(=O)OC)c1C (stereo unspecified)	3%	1%	-4%	-9%	3%	4%	12	11	i
C/C=C/COC(=O)c1[nH]c2c(c1C)C(=O)CC(c1ccc(N(C)C)cc1)C2 (stereo unspecified)	20%	0%	-7%	40%	11%	12%	0	16	i	Spn PMK inh pilot replicates=0.0;Spn MK inh pilot replicates=3.5;DPM-DC inhibit pilot screen %=0.0
CCCn1c(=O)c(C(=O)Nc2cnccn2)c(O)c2ccccc21	13%	0%	0%	·	-7%	-12%	8	4	i
COc1ccc(N2CCN(C(=O)Cn3nnc(-c4ccc(OC)c(OC)c4)n3)CC2)cc1	10%	3%	-8%	·	-13%	-18%	5	1	i
CN1C(=O)c2ccc(NC(=O)C3CCCCC3)cc2C1=O	5%	6%	-6%	·	-12%	1%	7	5	·
C=CCNS(=O)(=O)c1sccc1/C=N/O	7%	1%	-5%	7%	18%	10%	1	0	i
CN(CC(=O)NC1CCCCC1)S(=O)(=O)c1cccc2nsnc12	6%	-5%	-1%	9%	-6%	-9%	1	14	i
Cc1nc2ccc(F)cc2cc1C(=O)NCc1ccco1	9%	4%	-4%	2%	·	·	13	13	i
O=C1CCCC2=C1C(c1cn(-c3ccccc3)nc1-c1cccs1)c1c([nH]c(=O)[nH]c1=O)N2 (stereo unspecified)	5%	-4%	-3%	·	1%	10%	3	7	i
COCc1cc(=O)n2c([nH]c3ccccc32)c1C#N	10%	5%	1%	2%	-27%	-15%	6	9	·
COc1ccc2[nH]c(C(=O)O)c(CCC(=O)O)c2c1	-2%	0%	-10%	7%	2%	6%	7	5	i
COc1cccc(NC(=O)CSc2ncnc3c2oc2ccccc23)c1	3%	0%	1%	15%	-5%	-13%	4	6	i
O=c1[nH]cnc2scc(C3COc4ccccc4O3)c12 (stereo unspecified)	8%	-1%	-5%	5%	-8%	-14%	11	10	i
CC(C)(C)NCc1cccn1-c1sc2c(c1C#N)CCCC2	5%	3%	2%	-3%	-5%	-6%	49*	0	i
O=C(NCc1ccccc1)c1cccc(S(=O)(=O)N2CCOCC2)c1	18%	·	-9%	6%	-8%	-5%	8	1	i
Cc1cc(C)n2cc(CSc3nnc(-c4ccccc4)o3)nc2n1	8%	13%	1%	-1%	4%	2%	1	7	i
O=C(NCCN1CCCC1)c1ccc(CS(=O)(=O)c2c(Cl)cccc2Cl)o1	5%	-11%	3%	-3%	-6%	-4%	0	8	i
O=S(=O)(c1ccccc1)N1C2CCC1CC(O)(c1cccnc1)C2 (stereo unspecified)	1%	16%	0%	8%	-10%	-3%	2	1	i
CCOc1ccc(NC(N)=O)cc1	7%	6%	-5%	-8%	-6%	-10%	3	6	i
COc1ccc(N(Cc2ccco2)C(=O)c2ccccc2F)cc1OC	16%	22%	-3%	12%	7%	8%	5	9	i
CCc1cc2cc(C(=O)N3CCN(Cc4ccccc4)CC3)sc2s1	6%	-11%	-5%	7%	10%	0%	3	0	i
COc1ccc(S(=O)(=O)N2CCN(Cc3ccccc3)CC2)cc1	2%	-6%	-1%	·	-1%	7%	13	14	i
O=C(NCc1ccccn1)c1ccc(NC(=O)c2ccco2)cc1	0%	9%	-2%	5%	-4%	0%	0	8	i

Assay outcomes from PubChem BioAssay.

Compounds as they come, and some 3.4% of all compounds hit somewhere here.
